KDM4E inh: inhibitors of human JMJD2E histone demethylase | B2RXH2 | JMJD2E catalytic domain, FDH-coupled NADH fluorescence (FDH is formaldehyde dehydrogenase) | Potency, µM (doses to about 57.1 µM), for inactives: at the highest dose activity change, negative = inhibition, hits mostly inhibitors | hit rate 1.6% among 230,000; active means well fitted inhibition curve with a large enough effect, not every such curve was filed as active; inconclusive means small, poorly fitted or top-dose-only effect, or another doubt; inactive means no such curve, though single readings can be large or run the other way;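 further: 0% = wells with enzyme and -100% = buffer wells without enzyme; nearly all actives have a fitted effect of over 50% in size; many of its hits are not listed in these tables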
Target sequence (B2RXH2 1-337 limits assumed): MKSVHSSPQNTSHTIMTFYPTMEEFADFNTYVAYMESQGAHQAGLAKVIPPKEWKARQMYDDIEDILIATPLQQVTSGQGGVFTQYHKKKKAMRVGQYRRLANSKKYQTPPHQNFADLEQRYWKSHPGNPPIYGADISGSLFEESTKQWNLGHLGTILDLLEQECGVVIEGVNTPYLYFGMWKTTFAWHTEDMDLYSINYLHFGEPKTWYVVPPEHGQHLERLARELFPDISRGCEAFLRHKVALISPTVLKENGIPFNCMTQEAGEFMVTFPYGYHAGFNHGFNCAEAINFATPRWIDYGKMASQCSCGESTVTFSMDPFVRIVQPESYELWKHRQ
Tau fluor cs: counter-screen for tau fibril formation inhibitors; Potency, µM (top dose mostly 57.7 µM), for inactives: top-dose activity change, negative = decrease; hit rate 0.93% among 280,000; tau K18 P301L Alexa594 fluorescence, heparin fibrillization; AID 1463; further: on the % scale 0 is the no-effect control and ±100 the full control effect; nearly all actives have a fitted effect of over 55% in size
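Human tau K18 P301L (15 uM unlabeled, 0.24 uM Alexa 594-labeled) in 100 mM sodium acetate pH 7 with 20 uM heparin, 6 hr at 37 C. ThT 30 uM added, 1 hr ambient; Alexa 594 FP and total fluorescence read at 555/632 nm.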
HTT cytoprotect: protects HTT-Q103 PC12 cells, measured by ATP; Potency, µM (series often up to 56.4 µM), inactives show cytoprotection (ATP increase), hits mostly activators; PC12 HTT-Q103 induced, cytoprotection, ATP luminescence, 40 h; hit rate 0.14% among 230,000; AID 1471;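 further: % of control where 0% means no effect; nearly all actives have a fitted effect of over 45% in size; toxic huntingtin expression switched on by the ecdysone agonist tebufenozide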
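PC12 cells with ecdysone-inducible HTT exon 1 Q103-GFP, induced with 100 nM tebufenozide and co-treated with library compounds in a dose series (1536-well, 1500 cells/well). Cytoprotection read as ATP content by ATPlite luminescence.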
SMN2 splice enh: increases expression of the SMN2 splice variant. HEK293 SMN2-luciferase splicing reporter, luminescence, 30-36 h. Potency, µM (doses to about 46.1 µM), for the others: at the top dose activity change, positive = activation, hits mostly activators. hit rate 2.8% among 210,000. AID 1458; further: % of control where 0% means no effect; nearly all actives have a fitted effect of over 55% in size
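HEK293 cells carry an SMN2 minigene-luciferase reporter in which exon 7 inclusion puts luciferase in frame. Cells were seeded at 2000 cells/well, attached for 10-12 hours, then exposed to compounds for 30-36 hours at 37C before ONE-Glo luminescence.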
Tau ThT inhib: tau fibrillization inhibition (ThT binding); P10636; recombinant tau K18 P301L (four-repeat tau fragment), heparin-induced fibrillization, ThT fluorescence; Potency, µM (highest dose often 57.4 µM), for inactives: top-dose activity, negative = inhibition, actives largely listed as inhibitors; hit rate 2.1% among 270,000; AID 1460; further: on the % scale 0 is the no-effect control and ±100 the full control effect; nearly all actives have a fitted effect of over 55% in size
Target sequence (P10636 561-689 P618L limits assumed): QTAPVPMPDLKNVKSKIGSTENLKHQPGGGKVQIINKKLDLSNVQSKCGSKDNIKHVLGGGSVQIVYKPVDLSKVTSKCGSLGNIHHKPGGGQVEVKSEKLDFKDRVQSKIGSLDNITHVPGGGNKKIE
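Aggregation was driven by heparin (20 uM final) acting on recombinant tau […] bearing P301L in 100 mM sodium acetate pH 7; fibrils were detected with Thioflavin T.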
HTT aggregate: mutant huntingtin aggregation inhibition | PC12 HttQ103-GFP aggregates, Acumen cytometry, 40 h | Potency, µM (highest dose often 46.1 µM), for the others: at the highest dose activity change, negative = inhibition, most hits filed as inhibitors | hit rate 1.1% among 220,000 | AID 1688; further: on the % scale 0 is the no-effect control and ±100 the full control effect; nearly all actives have a fitted effect of over 60% in size
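Multiplexed with ATP-based cell death, this channel scores GFP aggregates in PC12 cells expressing inducible HTTex1-Q103-GFP. Induction used 100 nM tebufenozide; compounds were tested in concentration series.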
Tau fibril FP: blocks human tau fibril formation measured by polarization; Potency, µM (top dose mostly 57.7 µM), without a hit: top-dose activity, negative = inhibition, actives largely listed as inhibitors; K18 P301L tau heparin fibrillization, Alexa594 FP, 6 h; hit rate 0.39% among 280,000; AID 1468; further: on the % scale 0 is the no-effect control and ±100 the full control effect; nearly all actives have a fitted effect of over 55% in size
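Quantitative HTS format: compounds meet 15 uM recombinant K18 P301L tau and Alexa 594-tau tracer in 100 mM sodium acetate pH 7; 20 uM heparin triggers fibrillization at 37 C over 6 hr; FP gives the signal.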
ALDH1A1 inh: inhibitors of human aldehyde dehydrogenase 1A1; P00352; Purified ALDH1A1, NADH fluorescence, propionaldehyde substrate; Potency, µM (doses to about 75.3 µM), for the others: at the highest dose activity, negative = inhibition, most hits filed as inhibitors; hit rate 7.3% among 220,000; AID 1030; active means well fitted inhibition curve with a large enough effect, not every such curve was filed as active; inconclusive means small, poorly fitted or top-dose-only effect, or another doubt; inactive means no such curve, though single readings can be large or run the other way;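 further: plate controls were no enzyme wells and a reference inhibitor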
Target sequence (P00352 whole entry, looked up): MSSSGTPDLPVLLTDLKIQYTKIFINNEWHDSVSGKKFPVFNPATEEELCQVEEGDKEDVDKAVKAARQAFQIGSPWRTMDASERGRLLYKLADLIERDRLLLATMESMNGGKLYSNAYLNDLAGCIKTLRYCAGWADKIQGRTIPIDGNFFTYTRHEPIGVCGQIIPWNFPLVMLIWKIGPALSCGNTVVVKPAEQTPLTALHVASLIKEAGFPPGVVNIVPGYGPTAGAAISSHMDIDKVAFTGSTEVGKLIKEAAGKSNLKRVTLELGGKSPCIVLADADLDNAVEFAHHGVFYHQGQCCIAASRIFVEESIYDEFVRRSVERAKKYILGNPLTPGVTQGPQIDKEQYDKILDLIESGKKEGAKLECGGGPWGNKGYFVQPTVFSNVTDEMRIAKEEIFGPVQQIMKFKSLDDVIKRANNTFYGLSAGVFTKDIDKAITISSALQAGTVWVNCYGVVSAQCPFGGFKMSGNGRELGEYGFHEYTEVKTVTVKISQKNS
Active calls of the source: *; ? = inconclusive; · = not tested or not shown; & = joins results of further samples; ! = not confirmed by another sample; [ ] = another dose, or the depositor's remark. Unless noted, the call rests on the fitted dose curve; in most records, active means well fitted curve in the direction sought with a large enough effect; inconclusive means small, poorly fitted or top-dose-only effect, or another doubt; inactive means no such curve, though single readings can be large; an effect the other way counts as inactive or inconclusive. Potency means the concentration at half of the fitted maximal effect. The list is partial, so the mix of outcomes need not match the whole.

SMILES | KDM4E inh | Tau fluor cs | HTT cytoprotect | SMN2 splice enh | Tau ThT inhib | HTT aggregate | Tau fibril FP | ALDH1A1 inh
O=C(CSc1nnc(-c2cccs2)o1)N1CCc2ccccc21 | ? | -2% | -7% | 7% | -16% | -10% | -2% | 11%
Cc1cs/c(=N\N=C2CCCCC2)n1Cc1ccco1 | 3% | -12% | 3%[10 µM] | -10% | -14% | 12% | 1% | ?
Cc1ccc(Cl)cc1-n1c(CCC(=O)O)ccc1-c1cccs1 | · | -22% | · | -5% | ? | · | 1% | ·
Cc1ccc2c(=O)cc(C(=O)Nc3ccc(S(=O)(=O)N4CCCCC4)cc3)oc2c1C | · | ? | · | -5% | ? | · | -15% | ·
COc1ccc(OCCNC(=O)CCCO)cc1 | 2% | 7% | 9%[10 µM] | · | 11% | -6%[9.22 µM] | 5% | -1%
CO/N=C(/C)CCC(=O)OC[C@@H]1O[C@H](c2ccccc2)C=C[C@@H]1Oc1ccc(OC)cc1 | · | -10%[11.6 µM] | -12%[10 µM] | · | -5%[11.5 µM] | · | -8%[11.6 µM] | -1%[13.5 µM]
Cc1noc(C)c1COc1ccc(C(=O)OCC(=O)N2c3ccccc3NC(=O)C2(C)C)cc1 | 0% | -18% | -1% | -6% | -13% | -1% | 8% | -1%
CCOC(=O)Cn1ncc(-c2ccccc2)c1N | 3% | 0% | -2%[1.9 µM] | 8% | -7% | 1% | 1% | -1%
Cc1ccc(NC(=O)C2Cc3ccccc3C(=O)O2)cc1 (stereo not given) | 11% | -13% | -22% | 89% | -10% | -1% | ? | -1%
Cc1sc2nc(-c3ccccn3)[nH]c(=O)c2c1-c1ccccc1 | -6% | -1% | 17%[10 µM] | 52% | 3% | ? | 4% | 10%
COc1ccc2nc(/N=C/c3c(C)[nH]n(-c4ccc(C)cc4)c3=O)sc2c1 | -1% | ? | -13%[10 µM] | ? | 18µM* | -6% | -19% | ?
Cn1c(SCC(=O)CC(=O)Nc2ccccc2)nnc1-c1ccc(O)cc1 | -6% | -5% | 27%[10 µM] | ? | -10% | 17% | 3% | 4%
Cc1[nH]n(-c2ccccc2)c(=O)c1C=Nc1ccc(S(=O)(=O)Nc2nccs2)cc1 | 0% | -19% | -47%[inhibitor] | -17% | ? | -6% | -5% | 13µM*
CCOc1ccccc1NC(=O)C(NS(=O)(=O)c1ccc2c(c1)CCC(=O)N2)c1ccccc1 (stereo not given) | · | -7% | · | 25% | -4% | · | -6% | ·
c1ccc2c(N3CCCCC3)ncnc2c1 | -4% | 0% | 3% | -21% | 2% | -31% | 0% | 1%
O=c1ccc2ccccc2o1 | 0%&1% | 4%&-10% | -22%&27% | 1%&-1%&-16% | 7%&-7% | 13%&4% | -2%&-8% | -9%&-1%&-7%
O=C(COC(=O)c1cn(-c2ccccc2)nc1-c1ccc(F)cc1)Nc1ncc(Cl)cc1Cl | -13% | ? | 15%[10 µM] | -13% | -6% | -21% | 0% | 17%
CCOC(=O)CN(C(=O)CSc1nnc(COc2ccc(OC)cc2)n1C)c1ccccc1 | 1% | -10% | -14% | -18% | -6% | -16% | 9% | 0%
O=C1c2ccccc2C(=O)N1CCCn1c(=O)oc2ccccc21 | 3% | -2% | 0% | 29% | -2% | -6% | -2% | -12%
CC1CCN(S(=O)(=O)c2ccc3c(c2)N(CC(=O)NCc2ccccc2)C(=O)CO3)CC1 | · | -15% | · | -7% | 5% | · | -8% | ·
CCOc1ccccc1C(=O)Nc1cccc(-c2ccc3nncn3n2)c1 | ? | -18% | -22% | -29% | ? | -18% | -1% | ?
CCc1ccc(NC(=S)NNC(=O)c2ccccc2OC(F)F)cc1 | 16% | -6% | 26%[0.074 µM] | 10% | -10% | -30% | 1% | ?
Cc1ccc(OCCn2c(CCNC(=O)C(C)C)nc3ccccc32)cc1 | 15% | -3% | -35% | -18% | 4% | 3% | 7% | 6%
O=C(NCCc1nc2ccccc2[nH]1)/C(=C/c1ccco1)NC(=O)c1ccccc1Br | 5% | 4% | 1%[10 µM] | ? | 3% | -9% | 2% | 5%
COc1ccc([N+](=O)[O-])cc1NC(=O)CSc1ncccn1 | 0% | -9% | -44%[inhibitor] | -2% | -1% | -10% | 0% | -2%
SMILES | KDM4E inh | Tau fluor cs | HTT cytoprotect | SMN2 splice enh | Tau ThT inhib | HTT aggregate | Tau fibril FP | ALDH1A1 inh
Cc1c(Cl)cccc1NC(CC(=O)c1ccccc1)C(=O)O (stereo not given) | -7% | -7% | · | 3% | ? | ? | ? | 0.32µM*
O=C(CSC1=NC2(CCCCCC2)N=C1c1ccccc1)Nc1ccc2c(c1)OCCO2 | 6% | ? | · | -53%[inhibitor] | -11% | 6% | -12% | 22µM*
Cn1c(=O)n(C)c2cc(NS(=O)(=O)c3ccc(F)cc3)c(NCc3ccccc3)cc21 | · | ? | · | 0.89µM* | ? | · | -13% | ·
C/C(=N\NC(=O)CSc1nc2nc(C)cc(C)n2n1)c1ccccc1 | -2% | -9% | -6% | -1% | -1% | 17% | -17% | 13%
COc1ccc(COC(=O)N/N=C2/C[C@@H](O)[C@@H](O)[C@@H]3[C@@H]4C(=O)N(c5cccc(Oc6ccccc6)c5)C(=O)[C@H]4CC[C@@H]23)cc1 | · | ? | -5%[10 µM] | · | ? | · | ? | -2%[13.5 µM]
COc1cc(C)c(CNc2cccc(C)c2)cc1C | -2% | -3% | 25%[10 µM] | -4% | 4% | 7% | 3% | 14µM*
CCOC(=O)N1C/C(=C\c2ccccc2)C(=O)/C(=C/c2ccccc2)C1 | 14% | -10% | -7%[10 µM] | · | 14µM* | 5%[9.22 µM] | ? | ?
CCOc1cc(C)c(Cl)cc1S(=O)(=O)NC1CC(C)(C)NC(C)(C)C1 | -4% | 7% | -6%[10 µM] | 3% | 6% | -13% | 2% | -6%
COC(=O)c1cc2nc(-c3ccc(C)cc3)cc(C(F)(F)F)n2n1 | 3% | -1% | 11%[10 µM] | -43%[inhibitor] | 0% | 4%[9.22 µM] | 3% | -15%
CC1(OC(=O)C2CCCC2)C(=O)C=C2C=C(c3ccsc3)N(CCc3c[nH]c4ccccc34)C=C2C1=O (stereo not given) | ? | 0%[11.6 µM] | -9%&-10%[10 µM] | -5%[9.22 µM] | 4.5µM*! | 1%[9.22 µM] | ? | ?
COc1ccc(-c2csc(Nc3ccccc3)[n+]2Cc2ccccc2)cc1 | -27% | -22% | -54%[inhibitor] | -50%[inhibitor] | -13% | -31% | 0% | ?
COc1ccc2c(c1)OCC(Cc1ccc(O)c(OC)c1)C2=O (stereo not given) | -2% | -8% | -48%[inhibitor] | -3% | 5% | · | ? | ?
Cc1cc(NS(=O)(=O)c2ccc(NC(=O)CSc3nc4ncc(Cl)cc4[nH]3)cc2)nc(C)n1 | 1% | -12% | 13%[10 µM] | · | -10% | 4%[9.22 µM] | 1% | ·
COc1ccc(Cl)cc1C(=O)Nc1ccc(NC(=O)c2ccco2)cc1 | ? | -24% | -12% | -3% | ? | 4% | ? | ?
CC(C)(C)c1ccc(NC(=S)NCCc2ccccn2)cc1 | 1% | -16% | 3%[10 µM] | · | -11% | -4%[9.22 µM] | 12% | ?
Cc1ccc(C(c2sc3nc(C)nn3c2O)N2CCN(c3ccccc3)CC2)cc1 (stereo not given) | 3% | -10% | 1% | -3% | -19% | 19% | 6% | 4%
CCn1c(C)nc2cc(C(=O)N3N=C(CCOC)CC3(O)C(F)(F)F)ccc21 (stereo not given) | -20% | 17% | 13%[10 µM] | · | · | -4%[9.22 µM] | 4% | ·
COc1cccc(C(Nc2ccccn2)c2c(NC(=O)c3ccco3)sc(C)c2C)c1 (stereo not given) | ? | ? | 1%[10 µM] | -1% | -5% | 24% | -6% | -5%
N=C(N)c1ccccc1 | 12%&5% | -4%&5% | -5%[10 µM] | -13% | -3%&2% | 1%[9.22 µM] | 0%&-1% | -4%
Cc1c(NC(=O)CSc2ncccn2)c(=O)n(-c2ccccc2)n1C | -3% | 10% | -13% | -5% | 5% | 14% | 2% | 4%
O=C(COC(=O)Cc1ccccc1F)Nc1cccc(F)c1 | 2% | -4% | -29% | -5% | -2% | -6% | -1% | 3%
Cc1cccc(NC(=S)Nc2ccc3cn[nH]c3c2)c1 | ? | -10% | 10%[10 µM] | · | -15% | ? | -6% | 10µM*
Cc1ccc2c3c1C1(C(=O)N3C(C)(C)CC2C)C(C#N)=C(N)Oc2cc(O)ccc21 (stereo not given) | -1% | -22% | -2% | · | -13% | 8% | 2% | 9%
O=S1(=O)NC(=NCC(c2ccco2)N2CCCCC2)c2ccccc21 (stereo not given) | ? | -18% | -2%[10 µM] | · | -20% | -17%[9.22 µM] | -11% | ·
O=C(/C=C/c1ccccc1)c1c[nH]c2ccccc12 | 0% | -15% | -45%[10 µM] | · | -10% | -3%[9.22 µM] | -1% | ·
SMILES | KDM4E inh | Tau fluor cs | HTT cytoprotect | SMN2 splice enh | Tau ThT inhib | HTT aggregate | Tau fibril FP | ALDH1A1 inh
CC(=O)CSc1ncnc2sc3c(c12)CCC3 | -4% | -3% | -35%[inhibitor] | 1% | -1% | -13% | -2% | ?
Cc1ccc(CNC(=O)c2cc(-c3cc(C)cc(C)c3O)n[nH]2)cc1 | 17% | ? | -6%[10 µM] | · | -5% | 14%[9.22 µM] | -11% | ·
CCCOc1ccc(Cn2c(=O)sc3ccccc32)cc1 | · | -28% | · | -18% | -17% | · | -5% | ·
COc1ccc(OC)c(Nc2cc(C(=O)NCc3ccccc3)c3ccccc3n2)c1 | · | ? | · | 2% | -14% | · | -3% | ·
CCOc1cc(/C=N/NC(=O)c2nn(C)cc2Br)ccc1OCc1ccccc1Cl | ? | -26% | · | -16% | ? | ? | -10% | 2%
COCCCn1c(-c2ccco2)nc2ccccc2c1=O | -4% | -2% | 2% | -7% | -9% | -9% | 7% | 22µM*
O=C(COC(=O)CNC(=O)c1cccc([N+](=O)[O-])c1)Nc1nc2ccccc2s1 | -2% | -11% | -3%[0.074 µM] | 8% | 2% | -5% | 1% | -2%
CCc1cccc2nc3c(c([Si](C)(C)C)c12)Cn1c-3cccc1=O | ? | -12% | -48%[inhibitor] | ? | ? | · | -2% | ?
C=CCNC(=O)CSc1ccc(Cl)cc1 | 2% | 4% | -7%[0.074 µM] | -19% | 15% | 5% | -2% | 14%

Source: PubChem (National Center for Advancing Translational Sciences (NCATS))
